From PubChem BioAssay
MBD2 inh: blocks human MBD2 binding to methylated DNA; Q9UBB5; TR-FRET, MBD2 binding to methylated oligonucleotide; inhibition, % at 4.4 µM; 370,000 tested, 0.31% active; AID 686964; in the data active = inhibition above about 13%
PRMT1 inh: PRMT1 (human) inhibition, primary screen | Q99873 | 370,000 tested, 1.3% active | AID 652257 | inhibition, % at 2.79 µM | recombinant PRMT1, activity-based probe fluorescence polarization;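 active = inhibition above about 21% made by adding two undisclosed values, limit read from the data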
mABHD4 FP: inhibits mouse alpha/beta hydrolase domain 4; Q8VD66; purified mABHD4, FP-Rh probe fluorescence polarization; inhibition, % at 8.92 µM; 370,000 tested, 0.54% active;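 active = inhibition exceeding the mean over every tested compound plus 3 SD, cut at about 30% in these data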;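 also: 0% = plate median of compound wells and 100% = S159A mutant with DMSO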
Target sequence (Q8VD66 whole entry, looked up, the tested form may be a part): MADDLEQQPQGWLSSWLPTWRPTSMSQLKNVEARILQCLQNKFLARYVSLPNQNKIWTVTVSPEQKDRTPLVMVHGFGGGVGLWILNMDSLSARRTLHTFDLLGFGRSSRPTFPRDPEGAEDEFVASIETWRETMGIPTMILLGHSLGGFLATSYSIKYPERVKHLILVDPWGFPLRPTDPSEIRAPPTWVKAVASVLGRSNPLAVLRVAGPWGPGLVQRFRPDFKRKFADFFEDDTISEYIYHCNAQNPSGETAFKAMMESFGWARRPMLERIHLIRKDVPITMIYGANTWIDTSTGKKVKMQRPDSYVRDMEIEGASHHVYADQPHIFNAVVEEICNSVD
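Test system: mABHD4 protein | Buffer or medium: HEPES pH 7.0 buffer, 150 mM NaCl, 0.01% Pluronic F-127 | Probe or stimulus: FP-Rh fluorescent activity-based probe, added after compound pre-incubation | Timing: Pre-incubation 45 min, probe exposure 60 min, at 25 °C | Technique: Fluorescence polarization, excitation 525 nm, emission 598 nm, BODIPY TMR filters | Repeats: Single well per compound (singlicate)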
SIAE primary: human SIAE inhibition, primary screen; Q9HAT2; SIAE FP-Rh probe binding, fluorescence polarization; inhibition, % at 9.66 µM; 370,000 tested, 0.69% active;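 active = inhibition above a cutoff: mean of compounds within the control limits plus 3 SD of those, cut at about 17% in these data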;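 also: 0% = plate median of compound wells and 100% = probe without SIAE protein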
Target sequence (Q9HAT2 whole entry, looked up): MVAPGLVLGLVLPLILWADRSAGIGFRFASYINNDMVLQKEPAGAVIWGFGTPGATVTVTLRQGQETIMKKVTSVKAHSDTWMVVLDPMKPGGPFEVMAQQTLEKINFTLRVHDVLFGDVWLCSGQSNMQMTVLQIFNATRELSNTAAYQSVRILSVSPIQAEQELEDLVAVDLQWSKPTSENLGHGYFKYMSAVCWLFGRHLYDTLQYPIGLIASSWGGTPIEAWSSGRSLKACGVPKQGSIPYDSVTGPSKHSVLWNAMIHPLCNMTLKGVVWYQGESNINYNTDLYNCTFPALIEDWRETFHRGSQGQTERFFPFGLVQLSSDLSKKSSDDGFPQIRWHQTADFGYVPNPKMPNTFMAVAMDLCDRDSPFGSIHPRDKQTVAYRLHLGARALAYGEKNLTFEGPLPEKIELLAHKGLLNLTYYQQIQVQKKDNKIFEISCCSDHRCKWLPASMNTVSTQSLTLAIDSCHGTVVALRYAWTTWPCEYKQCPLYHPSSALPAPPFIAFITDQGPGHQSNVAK
UHRF1 MBD2 ctr: human UHRF1 methylated DNA binding inhibitors; UHRF1 binding to methylated oligo, TR-FRET; 370,000 tested, 0.75% active; inhibition, % at 4.4 µM; Q96T88; AID 687016; in the data active = inhibition above about 21%;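 also: UHRF1 SRA domain binding a hemimethylated CpG hairpin DNA probe; 0% = median of test compound wells and 100% = reference inhibitor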
TCR-CD3 inh: blocks the human TCR-CD3 interaction; inhibition, % at 9.4 µM; AID 651800; 360,000 tested, 0.37% active; TAMRA-labeled TCR probe fluorescence, biochemical; in the data active = inhibition above about 19%;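 also: recombinant mutant TCR 2C K166C tagged with TAMRA read by polarization; 0% = receptor in buffer alone and 100% = receptor with positive control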
GC-A act: GC-A (human) enzyme activation | activation, % at 10 µM | AID 1671463 | HEK293 GC-A cells, cGMP TR-FRET, EC30 ANP; 0% at EC30 ANP, 100% saturating ANP | 370,000 tested, 0.14% active; in the data active = activation above about 40%
rCAG binder: r(CAG) repeat RNA binding; inhibition, % at 3 µM; AID 651821; TO-PRO-1 dye displacement fluorescence; 370,000 tested, 1.3% active;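 active = inhibition above the plate cutoff, the mean of all test compounds on that plate plus 3 SD, cut at about 35% in these data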;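 also: 0% = DMSO alone and 100% = 100 µM mitoxantrone as full dye displacement; higher means more dye released from RNA so lower well fluorescence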
HTRA1 inhibitor: blocks human HTRA1 serine peptidase; Q92743; recombinant HTRA1, FP-rhodamine activity-based probe, fluorescence polarization; inhibition, % at 5.96 µM; 340,000 tested, 0.5% active; AID 504803; in the data active = inhibition above about 36%;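 also: 0% = enzyme with DMSO and 100% = wells lacking enzyme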
NPR2 activator: GC-B (human) receptor activation; P20594; HEK293-GC-B cells, CNP EC30, cGMP TR-FRET; 0% at EC30 CNP, 100% saturating CNP; 370,000 tested, 0.11% active; activation, % at 10 µM;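 active = activation at 10 µM reaching about 35% in either raw or pattern-adjusted values, limit read from the data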
An asterisk follows results filed as active; . = not tested or not shown. These rows are one share of the data (hit frequency here may not be typical).

SMILES	MBD2 inh	PRMT1 inh	mABHD4 FP	SIAE primary	UHRF1 MBD2 ctr	TCR-CD3 inh	GC-A act	rCAG binder	HTRA1 inhibitor	NPR2 activator
O=C(NC1CCCC1)C1CCCN(C(=O)Nc2ccccc2)C1 (stereo unspecified)	3	5	3	1	-1	-4	1	0	0	4
CCOC(=O)[C@@H]1[C@H]2COc3cc(OC)ccc3[C@H]2N2C(=O)N(c3cccc(F)c3)C(=O)[C@]12C	4	3	-3	-9	0	8	-3	-5	-47	3
C=CS(=O)(=O)N(Cc1ccccc1Br)[C@H](CO)Cc1ccccc1	0	3	-7	-2	0	-1	1	-5	-19	-1
CC1CCc2sc(NC(=O)c3ccc(N4C(=O)CCC4=O)cc3)c(C(N)=O)c2C1 (stereo unspecified)	-5	-3	4	-12	-3	8	0	2	1	0
Nc1c(S(=O)(=O)c2ccccc2)nnn1-c1ccccc1	1	-1	0	0	-1	1	3	-1	11	-1
CC1=C(C(=O)N2CCCCCC2)CC(CC(=O)NCC2CCCCC2)C(=O)N1CCCN1CCCC1=O (stereo unspecified)	1	-1	4	-3	0	5	1	2	.	-3
COc1cc(CN2CCNC(=O)C2CC(=O)NC2CCC2)cc(OC)c1 (stereo unspecified)	-1	-2	6	-6	-3	4	3	1	5	6
COC(=O)CSc1nnc(-c2ccc(NS(=O)(=O)c3ccc(C(C)(C)C)cc3)cc2)o1	-1	-1	-8	-13	1	.	4	33	.	-5
O=C(Cc1c(Cl)cccc1Cl)N1CCN(S(=O)(=O)c2cccs2)CC1	5	0	4	5	0	1	5	7	-7	6
Nc1c(/C=C2/C=CC(=O)C(O)=C2)c(=O)nc2sc(CC(=O)N3CCOCC3)nn12	-3	12	16	4	10	13	1	22	7	5
CCn1c(=O)cc(SCC(=O)NCc2ccc(C)cc2)c2ccccc21	3	3	4	1	1	-7	-14	-5	-9	-13
C=CCCOc1ccccc1C(N)=O	2	-5	2	1	1	-1	-3	0	-4	5
Cc1ccc(-c2csc(NC(=O)C3CCN(S(=O)(=O)c4cccs4)CC3)n2)cc1	-2	-1	-13	-10	2	-4	13	6	-18	-4
Cc1cc(NS(=O)(=O)c2ccc(NC(=O)Nc3cccc(Cl)c3)cc2)no1	-2	0	-48	-16	3	4	3	68*	-27	5
COC(=O)c1nn(-c2ccc(OC)cc2)c(=O)cc1Oc1cccc(Cl)c1	0	0	10	5	2	2	8	-4	0	-1
O=C(CSc1ncn[nH]1)Nc1ccccc1-c1ccccc1	0	-3	4	0	2	3	-3	0	-2	12
Cc1cc2c(c(SCC#N)n1)C(=O)OC2	-1	1	-3	7	0	-1	4	-1	-3	2
Cn1c2c(c(=O)n(C)c1=O)C(c1ccccc1OC(F)F)C1=C(CCCC1=O)N2 (stereo unspecified)	2	-4	-4	3	-3	10	-3	0	6	1
CNC(=O)N(O)C1N(/N=C/c2ccc(C)cc2)C(=S)SC1(C)C (stereo unspecified)	3	-3	2	3	2	7	-1	-4	2	2
COc1cccc(CN(CC(=O)NCC2CCCO2)C(=O)CCC(=O)Nc2cc(C)on2)c1 (stereo unspecified)	2	-1	1	1	6	2	2	-7	-2	4
COc1cc(/C=N/N(c2ccccc2)c2ccccc2)ccc1O	-4	6	14	14	3	-3	-14	7	31	-8
O=C1C2C3C=CC(C4CC34)C2C(=O)N1Cc1ccccc1 (stereo unspecified)	-2	2	7	3	0	-6	-7	-3	1	-4
Cc1ccc2oc(=O)n(CCOc3ccccc3Cl)c2c1	1	-2	-13	-1	-2	-4	-7	1	-10	1
Cc1ccc(S(=O)(=O)N2CCCC2)cc1C(=O)NCCOc1ccccc1	-3	-2	6	-3	1	2	1	3	5	4
COC(=O)/C(=C1/Oc2ccc(C(C)(C)C)cc2S1)C(F)(F)F	-2	-2	6	2	2	5	-4	3	3	-2

Following part:
SMILES	MBD2 inh	PRMT1 inh	mABHD4 FP	SIAE primary	UHRF1 MBD2 ctr	TCR-CD3 inh	GC-A act	rCAG binder	HTRA1 inhibitor	NPR2 activator
CC(C)/C=C/CN1CCN(CCCc2ccccc2)C(CCO)C1 (stereo unspecified)	1	-4	-1	-2	-1	6	-1	-8	2	-2
COc1ccc(NC(=O)CN2C(=O)CSC2=O)cc1	0	0	2	-2	0	2	5	-3	-3	4
O=C(CSc1nnc(-c2ccc(Cl)cc2)n1Cc1ccco1)Nc1ccc2c(c1)OCCO2	1	2	-7	-1	0	2	3	-2	-4	5
Cn1cc(/C=C/C(=O)c2ccccc2)c2ccccc21	1	2	2	-5	3	-4	-5	1	-8	-5
Fc1ccccc1NC(=S)NCCc1ccccc1	-2	-4	-4	6	-2	-4	0	-2	8	3
CN(Cc1ccccc1)C(=O)C(=O)c1cn(CC(=O)N2CCCC2)c2ccccc12	-1	-3	1	9	0	-4	-3	1	-1	-2
CCC(=O)Oc1ccc(NC(=O)CSCc2ccccc2)cc1	-6	-3	-1	1	-2	2	0	-2	4	3
OCC1(CCCc2ccccc2)CCN(C2CCC2)CC1	5	-3	7	-3	0	3	-2	-5	3	2
O=C1C=C(c2ccccc2)C(c2ccccc2)C1O (stereo unspecified)	0	-3	0	0	1	1	-9	3	0	-7
COC(Cn1c(C)c(C(C)=O)c(C(C)=O)c1C)OC	-2	-2	3	0	-1	3	1	1	4	2
Cc1nnc(C)n1/N=C/c1cccs1	-3	0	2	-4	-2	4	3	2	1	3
Cc1nc2ccccc2cc1C(=O)N/N=C/c1ccc([N+](=O)[O-])cc1	0	2	5	9	-4	0	-5	1	9	-4
Cc1ccc(S(=O)(=O)N2CCN(C(=O)CN3CCCSc4ccccc43)CC2)cc1	3	2	2	-3	-1	0	-6	3	-13	1
CN(Cc1nccs1)C(=O)C1CCC(=O)N(Cc2ccccc2F)C1 (stereo unspecified)	0	-1	5	-1	-3	-6	4	-1	0	-3
Cc1cc(NC(=O)Cc2cn(Cc3ccccc3)c3ccccc23)ccc1Oc1cccnc1	8	5	-19	-16	1	0	-2	13	.	-3
CCN(C(=O)COC(=O)c1cccc(S(=O)(=O)N(C)C)c1)c1c(N)n(Cc2ccccc2)c(=O)[nH]c1=O	4	1	-2	-5	3	-3	0	-1	-7	4
Cc1ccc(Oc2ccc(NS(=O)(=O)c3cccc(C(=O)O)c3)cc2)cc1	5	-2	-9	-3	17	3	2	38*	-12	2
Cc1oc2cc3oc(=O)c(CCC(=O)N4CCC(C(=O)O)(c5ccccc5)CC4)c(C)c3cc2c1C	-3	-3	1	1	-1	7	3	3	.	-5
CN(Cc1ccccc1)c1cc2c(c3c1ccn3C)C1CCC2O1 (stereo unspecified)	-8	-1	4	-7	0	2	4	1	.	-5
Cc1cc(NC(=O)Cn2cnc3c(cnn3C(C)(C)C)c2=O)no1	0	-1	-6	-10	0	3	-5	0	-17	-8
CC(=O)Nc1ccc(N2CCN(Cc3ccccc3)CC2)cc1	5	3	5	7	-2	-2	-2	3	7	-1
C=CCN(C)CC/C=C1\c2ccccc2CSc2ccccc21	5	0	5	-8	0	2	-34	-10	-4	-19
O=c1cc2c(nn1Cc1ccccc1)-c1ccccc1CC2	1	-1	0	7	-1	0	2	1	-2	1
Cc1n[nH]c(C)c1CN(C)C(=O)C1CCC(=O)N(CCc2cccc(F)c2)C1 (stereo unspecified)	0	1	2	-4	-1	0	0	-3	6	1
O=C1CNC(=S)N1C(CO)c1ccccc1 (stereo unspecified)	2	0	5	1	0	-2	3	2	3	6

Next section.
SMILES	MBD2 inh	PRMT1 inh	mABHD4 FP	SIAE primary	UHRF1 MBD2 ctr	TCR-CD3 inh	GC-A act	rCAG binder	HTRA1 inhibitor	NPR2 activator
CCOC(=O)C1=C(CS(=O)(=O)c2ccc(C)cc2)NC(=O)NC1c1cc(OC)c(O)c(OC)c1 (stereo unspecified)	2	-3	-8	-9	1	1	4	1	1	-4
Cc1ccc(-c2n[nH]c(=O)c3ccccc23)cc1S(=O)(=O)NC(C)(C)C	6	1	-4	-7	4	5	-4	-3	1	0
O=c1[nH]c(=O)n(Cc2ccco2)c2c1C(C(F)(F)F)(C(F)(F)F)N=C(c1ccco1)N2	-4	4	4	-2	1	-2	5	3	-5	2
O=C(c1ccco1)N1CCN(C(=O)c2oc(=O)c3ccccc3c2-c2ccccc2)CC1	-3	-8	-1	7	0	4	-3	-3	2	-5
Cc1cccc(C)c1NC(=O)C(c1ccncc1)n1c(=O)c(-c2cc3ccccc3[nH]2)nc2ccccc21 (stereo unspecified)	2	4	0	-6	-3	-3	-12	15	.	-14
COc1ccc(CCNC2CC(C)N(C)CC2C)cc1OC (stereo unspecified)	-2	4	4	4	0	0	0	1	6	1
Cc1cc(C)c(OCC(O)CN2CCN(c3ccccn3)CC2)c(C)c1 (stereo unspecified)	6	-2	3	5	18	4	4	-8	-5	6

2 compounds from above, showing only TCR-CD3 inh and PRMT1 inh:
SMILES	TCR-CD3 inh	PRMT1 inh
Cc1ccc(-c2n[nH]c(=O)c3ccccc23)cc1S(=O)(=O)NC(C)(C)C	5	1
O=c1[nH]c(=O)n(Cc2ccco2)c2c1C(C(F)(F)F)(C(F)(F)F)N=C(c1ccco1)N2	-2	4

Structures listed so far that contain fluorine (7):
SMILES	MBD2 inh	PRMT1 inh	mABHD4 FP	SIAE primary	UHRF1 MBD2 ctr	TCR-CD3 inh	GC-A act	rCAG binder	HTRA1 inhibitor	NPR2 activator
CCOC(=O)[C@@H]1[C@H]2COc3cc(OC)ccc3[C@H]2N2C(=O)N(c3cccc(F)c3)C(=O)[C@]12C	4	3	-3	-9	0	8	-3	-5	-47	3
Cn1c2c(c(=O)n(C)c1=O)C(c1ccccc1OC(F)F)C1=C(CCCC1=O)N2 (stereo unspecified)	2	-4	-4	3	-3	10	-3	0	6	1
COC(=O)/C(=C1/Oc2ccc(C(C)(C)C)cc2S1)C(F)(F)F	-2	-2	6	2	2	5	-4	3	3	-2
Fc1ccccc1NC(=S)NCCc1ccccc1	-2	-4	-4	6	-2	-4	0	-2	8	3
CN(Cc1nccs1)C(=O)C1CCC(=O)N(Cc2ccccc2F)C1 (stereo unspecified)	0	-1	5	-1	-3	-6	4	-1	0	-3
Cc1n[nH]c(C)c1CN(C)C(=O)C1CCC(=O)N(CCc2cccc(F)c2)C1 (stereo unspecified)	0	1	2	-4	-1	0	0	-3	6	1
O=c1[nH]c(=O)n(Cc2ccco2)c2c1C(C(F)(F)F)(C(F)(F)F)N=C(c1ccco1)N2	-4	4	4	-2	1	-2	5	3	-5	2
